Source: PubChem (National Center for Advancing Translational Sciences (NCATS))
Mito fusion yeast: inhibitors of mitochondrial division or activators of mitochondrial fusion | Potency, µM (highest dose often 46.1 µM), inactives show at the highest dose growth rescue (activation), usual class: activators | S. cerevisiae fusion-defective mutant growth rescue, CellTiterGlo 48 h | 0.23% of 320,000 active;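 also: potency is read from the fitted curve at half-maximal effect; % of control where 0% means no effect; nearly all actives have a fitted effect of over 45% in size; temperature-sensitive fusion mutants such as fzo1-1 at 37 °C on non-fermentable ethanol glycerol medium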
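Compounds are tested for their ability to restore growth of mitochondrial fusion-defective yeast strains at non-permissive 37C in YPEG medium over 48 hours. Viability is quantified by luciferase luminescence.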
ASM inhibitor: inhibitors of human secretory acid sphingomyelinase; P17405; 0.006% of 340,000 active; AID 504937; placental ASM, HMU-PC fluorogenic substrate, 60 min; Potency, µM (top dose mostly 57.5 µM), without a hit: top-dose activity change, negative = inhibition, most hits filed as inhibitors; also: potency is read from the fitted curve at half-maximal effect
Target sequence (P17405 47-631 limits assumed): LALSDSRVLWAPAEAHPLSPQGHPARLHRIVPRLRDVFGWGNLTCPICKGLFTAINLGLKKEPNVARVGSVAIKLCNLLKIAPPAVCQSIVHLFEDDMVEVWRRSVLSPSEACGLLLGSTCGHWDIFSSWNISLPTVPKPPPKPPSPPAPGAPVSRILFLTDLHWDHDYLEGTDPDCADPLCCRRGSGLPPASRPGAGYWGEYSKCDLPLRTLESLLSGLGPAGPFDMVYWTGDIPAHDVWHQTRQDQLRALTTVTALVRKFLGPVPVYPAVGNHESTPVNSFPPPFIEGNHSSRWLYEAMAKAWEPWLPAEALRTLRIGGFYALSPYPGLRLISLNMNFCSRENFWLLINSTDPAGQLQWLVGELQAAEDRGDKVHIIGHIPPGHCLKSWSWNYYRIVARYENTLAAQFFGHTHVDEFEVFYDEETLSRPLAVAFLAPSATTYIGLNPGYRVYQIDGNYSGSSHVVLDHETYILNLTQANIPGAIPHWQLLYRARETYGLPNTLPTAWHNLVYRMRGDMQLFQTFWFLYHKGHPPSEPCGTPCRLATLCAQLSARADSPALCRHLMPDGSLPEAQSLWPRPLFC
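Fluorogenic HMU-PC substrate (9 uM final) is turned over by placental ASM in 60 min at 37 C after a 10 min compound preincubation. Reaction ended by alkaline stop (pH 10), with fluorescence read at 386/447 nm.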
TCR activator: activates T cell receptor signaling. primary human leukocytes, anti-CD3, IL-2 HTRF, 48 h. Potency, µM (doses to about 9.22 µM), for inactives: at the top dose activation of IL-2 secretion, usual class: activators. 330,000 tested, under 10 active. AID 504894; also: % of control where 0% means no effect
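Human primary leukocytes + a-CD3 beads + cpd, 48 hr; IL-2 in supernatant by HTRF (ex 320nm / em 665nm). No co-stimulatory signal supplied.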
CXXC DNA block: MLL CXXC-DNA interaction inhibition. Q03164. MLL-CXXC / FITC-HOXA9 DNA fluorescence polarization. Potency, µM (series often up to 115 µM), without a hit: at the highest dose activity change, negative = inhibition, usual class: inhibitors. 0.037% of 290,000 active; active = well fitted inhibition curve with a large enough effect in the polarisation, with a control signal flat, not every such curve was filed as active; inconclusive = small, poorly fitted or top-dose-only effect, or effect the other way, or a change in a side signal; inactive = no such curve, though single readings can be large or run the other way; the % refers to the polarisation; also: potency is read from the fitted curve at half-maximal effect
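Purified MLL-CXXC (added from a 7 uM solution) was preincubated 5 min at ambient with pinned compounds in 50 mM Tris-HCl pH 7.5, 50 mM NaCl, 1 mM DTT, 0.05% BSA. Fluorescein-labeled HOX-A9 DNA (50 nM solution) followed, 30 min, then polarization read.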
Integrin act MD: activates integrin-mediated alleviation for muscular dystrophy; alpha7betagal myoblasts, beta-gal FDG fluorescence, 48 h; Potency, µM (highest dose often 38.3 µM), without a hit: top-dose activation, actives largely listed as activators; 0.064% of 350,000 active; AID 624291;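 also: potency is read from the fitted curve at half-maximal effect; 100% = response of the positive control SU9516; nearly all actives have a fitted effect of over 60% in size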
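Alpha7betagal+/- myoblasts (passage 13) were plated 16-24 hr, then exposed to compounds (1:260 dilution of DMSO stock) for 48 hours at 37C. After MPER lysis, β-galactosidase reporter activity was read as FDG fluorescence (ex 480/em 540) after 30 minutes.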
MBNL1-CUG inh: MBNL1-poly(CUG) RNA binding inhibition; TR-FRET MBNL1-His/biotin-(CUG)12 binding, 665/545 ratio; Potency, µM (highest dose often 57.5 µM), inactives show top-dose activity change, negative = inhibition, most hits filed as inhibitors; 0.036% of 280,000 active; Q9NR56; active = well fitted inhibition curve with a large enough effect in the signal ratio, with a control signal flat, not every such curve was filed as active; inconclusive = small, poorly fitted or top-dose-only effect, or effect the other way, or a change in a side signal; inactive = no such curve, though single readings can be large or run the other way; the % refers to the signal ratio; also: potency is read from the fitted curve at half-maximal effect; % is scaled to controls: 0 for no effect and ±100 for the full control effect
Target sequence (Q9NR56 whole entry, looked up): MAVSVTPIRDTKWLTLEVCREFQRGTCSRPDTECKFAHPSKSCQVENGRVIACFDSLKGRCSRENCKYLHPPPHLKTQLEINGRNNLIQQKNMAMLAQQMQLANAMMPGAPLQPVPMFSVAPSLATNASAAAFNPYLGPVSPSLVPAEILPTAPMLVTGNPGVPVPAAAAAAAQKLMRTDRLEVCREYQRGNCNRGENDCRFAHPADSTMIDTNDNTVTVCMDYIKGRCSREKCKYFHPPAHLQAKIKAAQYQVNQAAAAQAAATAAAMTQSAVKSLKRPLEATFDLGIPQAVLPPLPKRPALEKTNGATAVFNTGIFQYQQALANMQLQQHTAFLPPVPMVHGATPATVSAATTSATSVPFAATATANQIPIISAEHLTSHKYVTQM
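TR-FRET readout: Ex 340 nm, 665/545 nm emission ratio, normalized to buffer-only (basal) and MBNL1-(CUG)12 controls. Complex of MBNL1-His with Biotin-(CUG)12, compounds 92 nM–58 uM, incubated 60 min at room temperature.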
AT treatment: potential ataxia-telangiectasia treatment | […] A-T fibroblasts, KAP-1 phosphorylation AlphaLISA; neocarzinostatin DNA damage 30 min before lysis | Potency, µM (highest dose often 57.5 µM), for the others: at the top dose activation, most hits filed as activators | 0.19% of 320,000 active | AID 485349; also: potency is read from the fitted curve at half-maximal effect; % of control where 0% means no effect; nearly all actives have a fitted effect of over 45% in size
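ATM-like activity read as KAP-1 phosphorylation via AlphaLISA donor/acceptor antibody pairs after lysis and 6 hr at 25C. Cells were ATM-null patient fibroblasts ([…], hTERT), dosed 60 min, then exposed to the DSB inducer NCS for 30 min.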
Menin-MLL TR inh: displaces Texas Red mutant MLL peptide from human menin; 0.23% of 270,000 active; AID 1768; Potency, µM (doses to about 61.6 µM), without a hit: at the highest dose FP activity change, negative = inhibition, hits mostly inhibitors; Menin + Texas Red MLL mutant peptide, fluorescence polarization; O00255; active = well fitted inhibition curve with a large enough effect in the polarisation, with a control signal flat, not every such curve was filed as active; inconclusive = small, poorly fitted or top-dose-only effect, or effect the other way, or a change in a side signal; inactive = no such curve, though single readings can be large or run the other way; the % refers to the polarisation; also: potency is read from the fitted curve at half-maximal effect; % of control where 0% means no effect; many of its hits are not listed in these tables
TSG101-PTAP inh: blocks PTAP/TSG101 interaction to inhibit HIV-1 budding. Fluorescence polarization, FITC-PTAP peptide / Tsg101 binding. Potency, µM (titrated, usually from 115 µM), without a hit: top-dose activity change, negative = inhibition, most hits filed as inhibitors. 340,000 tested, under 10 active. AID 493005; active = well fitted inhibition curve with a large enough effect in the main read-out, with a control signal flat, not every such curve was filed as active; inconclusive = small, poorly fitted or top-dose-only effect, or effect the other way, or a change in a side signal; inactive = no such curve, though single readings can be large or run the other way; also: potency is read from the fitted curve at half-maximal effect; % of control where 0% means no effect
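Fluorescence polarization binding of Tsg101 binding domain (10 uM final) to FITC-labeled PTAP peptide (50 nM final) in HEPES pH 7.5 buffer with NaCl, Tween 20, EDTA, TCEP. Compounds added before peptide; binding 20 min at RT.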
TSHR antagonist: human thyrotropin receptor antagonism; P16473; TSHR-expressing cells, TSH-stimulated cAMP HTRF, 2 h; active compounds read low; activity change, negative = inhibition, % at 11.5 µM; 0.2% of 330,000 active; AID 504810;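 active = activity change below a set negative limit, meaning inhibition stronger than a set level, cut at about -70% in these data; inconclusive = activity change between two set negative limits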; also: % is scaled to controls: 0 for no effect and ±100 for the full control effect
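TSHR-expressing cells, 200/well, pre-treated with compound, then stimulated with EC80 TSH (4nM final) for 2 hours at 37 deg C. cAMP measured by competitive HTRF: anti-cAMP cryptate antibody in lysis buffer plus cAMP-d2, read after 30 minutes at room temperature.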
* = called active by the depositor; ? = inconclusive; nt = no result given; [ ] = dose if it differs, or a comment. Unless noted, calls follow the shape of the dose curve; as a rule, active = well fitted curve in the direction sought with a large enough effect; inconclusive = small, poorly fitted or top-dose-only effect, or another doubt; inactive = no such curve, though single readings can be large; an effect the other way counts as inactive or inconclusive.

nr	Compound	Mito fusion yeast	ASM inhibitor	TCR activator	CXXC DNA block	Integrin act MD	MBNL1-CUG inh	AT treatment	Menin-MLL TR inh	TSG101-PTAP inh	TSHR antagonist
1	O=C(NC1=NCCS1)c1cccc2ccccc12	?	5%	2%	-3%	?	1%	-6%	2%	0%	0
2	CCn1cc(C(=O)OCC(=O)Nc2ccc(C(C)C)cc2)c(=O)c2ccc(C)nc21	22%	-14%	-2%	-8%	13%	-2%	1%	-1%	-8%	17
3	NC(N)=Nc1nc(-c2ccccc2)c2cc(Cl)ccc2n1	-4%	23%	nt	?	-11%	?	-11%	-17%	-3%	3
4	COc1ccc(C(C#N)Nc2ccccc2C)cc1 (configuration not stated)	-1%	2%	-22%	5%	4%	-2%	8%	-5%	-1%	7
5	Cc1ccccc1C(=O)N1CCN(c2ncccn2)CC1	-2%	1%	nt	-10%	-15%	-2%	7%	0%	-3%	-5
6	Cc1onc(-c2ccccc2Cl)c1C(=O)Nc1ccc(-c2cn3cccnc3n2)cc1	5%	nt	nt	4%	27%	?	?	-16%	nt	23
7	CCOC(=O)C1=C(C)NC(=O)NC1c1cc(Br)c(O)c(OC)c1 (configuration not stated)	-6%	1%	5%	4%	-16%	4%	0%	16%	-9%	-2
8	CC(=O)c1c(NC(=O)C(C)C)nc(C)nc1-c1ccccc1	-4%	0%	-1%	2%	-3%	-12%	7%	-5%	-3%	1
9	CCC(C)(C)NC(=O)C(c1ccc(OC)cc1)N(C(=O)CCC(=O)Nc1cc(C)on1)c1ccccc1F (configuration not stated)	18%	-2%	-6%	-3%	7%	2%	1%	-18%	-1%	-4
10	CCn1cc(C(=O)NCc2cccc(F)c2)c(=O)c2cc(F)c(N3CCN(C(=O)c4ccco4)CC3)cc21	21%	-5%	1%	-3%	-35%	-1%	9%	1%	-3%	-10
11	Cc1ccc(OCC(=O)NC2CCS(=O)(=O)C2)c(C)c1 (configuration not stated)	2%	4%	-5%	17%	-11%	0%	7%	nt	-1%	13
12	O=C(O)CC(NC(=O)Cc1ccc([N+](=O)[O-])cc1)c1ccc2c(c1)OCO2 (configuration not stated)	-2%	15%	-18%	2%	19%	15%	-3%	5%	0%	15
13	Cc1cc(C(=O)COC(=O)CN(C)S(=O)(=O)c2ccc(Cl)cc2)c(C)n1CC1CCCO1 (configuration not stated)	-1%	-4%	1%	-1%	-9%	-2%	13%	0%	-7%	-8
14	Cc1n[nH]c(=O)nc1NCc1ccccc1	-2%	-1%	-4%	-4%	5%	-2%	10%	0%	-2%	-8
15	O=C1CN(C(=O)c2ccccc2C(=O)O)c2ccccc2N1	3%	8%	nt	12%	-8%	16%	-1%	3%	0%	1
16	Cc1ccc(-c2ccc(SCC(=O)Nc3nonc3C)nn2)cc1	14%	-1%	-15%	7%	-17%	0%	-4%	2%	-5%	-5
17	Nc1ccc(OCc2ccccc2)cc1[N+](=O)[O-]	nt	-6%	-2%	nt	0%	nt	nt	nt	-2%	nt
18	N#CCSCC(=O)Nc1ccc(Cl)cc1	3%	0%	-4%	-1%	1%	2%	nt	-5%	-1%	31
19	NC(=NCCc1ccccc1)c1cccc([N+](=O)[O-])c1	-1%	-3%	0%	17%	-27%	?	3%	-3%	-1%	4
20	Cn1cccc1CC(=O)NNC(=O)Nc1cccc(Cl)c1	-3%	4%	-3%[46.1 µM]	1%	-6%	-1%	2%	10%	-2%	18
21	CC(C)c1ccc(CNc2c([N+](=O)[O-])c(=O)oc3ccccc23)cc1	4%	-9%	2%	-6%	-20%	-1%	-5%	1%	-2%	-31
22	COc1ccccc1NC(=O)NC(N)=O	0%	1%	6%	0%	31%	-6%	-9%	-19%	-5%	5
23	Cc1ccccc1-n1c(SCC(=O)N2CCN(c3ccccn3)CC2)nnc1N1CCOCC1	-3%	3%	2%	nt	6%	nt	4%	nt	1%	7
24	CC(C)(C)C1CCC(C(=O)Nc2nccs2)CC1 (configuration not stated)	6%	0%	nt	9%	-25%	-9%	-14%	6%	1%	-12
25	COc1ccc(O)c(N)c1	?	nt	nt	7%	nt	?	-1%	?	nt	-10
26	CC1CCN(CCC(=O)Nc2nccs2)CC1	2%	1%	-5%	4%	?	-6%	-5%	nt	1%	-4
27	CCOC(CNC(=O)c1ccc(N2CCc3ccccc32)c([N+](=O)[O-])c1)OCC	6%	-17%	4%	5%	-32%	nt	-12%	-4%	-9%	-11
28	CCCCc1ccc(NC(=O)C2CCCC2)cc1	nt	0%	9%	nt	-34%[inhibitor]	nt	nt	nt	-8%	nt
29	O=C(NC1CCN(C(=O)Nc2ccc(F)cc2)CC1)c1ccc(F)cc1	8%	-3%	0%	?	-8%	147%[activator]	4%	14%	-9%	10
30	Cc1cccc(N2CCN(S(=O)(=O)c3cn(C)cn3)CC2)c1C	21%	-3%	-3%	-2%	26%	0%	-9%	7%	-1%	8
31	CC(Sc1nnc2ccccn12)C(=O)N1CCc2ccccc2C1 (configuration not stated)	-3%	1%	5%	2%	16%	-7%	6%	1%	-3%	-8
32	COc1ccc(-c2cc3cc(-c4cc(OC)c(OC)c(OC)c4)ccc3o2)cc1	-10%	3%	13%	nt	9%	nt	8%	nt	3%	-10
33	O=C(Nc1ccccc1N1CCN(C(=O)c2ccc(Cl)cc2)CC1)c1cccc(F)c1	4%	-2%	-4%	10%	20%	-2%	12%	nt	-2%	-8
34	COc1ccc(OC)c(CN2CCC(CO)(CCOc3ccccc3)CC2)c1	-2%	3%	-2%	-9%	-22%	3%	-5%	0%	0%	-11
35	O=C(NC1CCCC1)C(c1ccc(F)cc1)N(C(=O)Cc1cccs1)c1ccc2c(c1)OCCO2 (configuration not stated)	0%	0%	-5%	5%	-3%	-5%	-4%	-18%	1%	-10
36	O=S(=O)(c1ccc(Cl)s1)N1CCN(Cc2ccccc2)CC1	3%	-1%	3%	1%	-12%	1%	9%	27%	-6%	2
37	CCOc1ccccc1NC(=O)c1cc(Cl)ccc1NC(=O)c1ccco1	2%	0%	nt	15%	26%	-4%	-7%	7%	nt	-1
38	N#C/C(=C(\O)C(F)(F)F)c1nnc2n1CCCCC2	1%	5%	-10%	-8%	-10%	4%	2%	95%[activator]	-2%	7
39	CCN1CCN(CCCNC(=O)CS(=O)(=O)Cc2nc(-c3cccc(OC)c3)oc2C)CC1	16%	4%	0%	-14%	-9%	-4%	-2%	-8%	1%	16
40	COc1ccccc1NC(=O)COc1ccc(/C=N/NS(=O)(=O)c2ccc(C)cc2)cc1	1%	-12%	4%	-5%	12%	4%	-1%	?	-5%	-6
41	COc1ccc(N(C(C)C(=O)Nc2ccc(S(=O)(=O)N3CCCCC3)cc2)S(C)(=O)=O)cc1 (configuration not stated)	2%	2%	0%	19%	?	-4%	11%	nt	-7%	nt
42	O=C(N=Nc1c(O)[nH]c2ccc(Br)cc12)c1cc(-c2cccs2)nc2ccccc12	10%	-3%	1%	-5%	-11%	3%	-1%	?	2%	-7
43	Cc1ccc(CN2CCN(Cc3ccc(-n4cccn4)cc3)CC2CCO)cc1 (configuration not stated)	-2%	3%	-6%	-5%	-18%	-28%	7%	-1%	-1%	-5
44	COc1ccc(N2CCN(C(CNC(=O)c3cccs3)c3ccco3)CC2)cc1 (configuration not stated)	1%	nt	2%	nt	8%	nt	-15%	nt	-3%	5
45	CC1CCCC(NC(=O)C2CCN(S(=O)(=O)c3cccc4nonc34)CC2)C1C (configuration not stated)	1%	24%	-4%	-6%	-21%	?	7%	1%	1%	-9
46	COc1ccc(-n2c(CN3CCC(C(N)=O)CC3)nc3ccc([N+](=O)[O-])cc3c2=O)c(OC)c1	2%	8%	0%	12%	-11%	?	2%	2%	-4%	10
47	COc1cccc2cc3c(=O)oc4ccccc4c3nc12	2%	68%[activator]	-7%	-9%	-3%	?	-3%	?	5%	-4
48	Cn1c(=O)oc2cc(S(=O)(=O)N3CCC(N4CCCCC4)CC3)ccc21	1%	7%	-2%	-3%	-7%	0%	2%	7%	-2%	2
49	Nn1cnnc1SC1CCCCC1NS(=O)(=O)c1ccccc1 (configuration not stated)	5%	5%	-2%	-2%	20%	-6%	nt	-14%	-7%	14
50	Cc1cnc(C(=O)OCC(=O)N(CC(C)C)C2CCS(=O)(=O)C2)cn1 (configuration not stated)	nt	2%	-2%	nt	-2%	nt	3%	nt	1%	nt

An excerpt. The share of hits here may be higher or lower than overall.
